VIM-2 inhibitor – inhibitors of Pseudomonas aeruginosa VIM-2 metallo-beta-lactamase; purified VIM-2, nitrocefin hydrolysis, epi-absorbance fluorescence; inhibition, % at 5.6 µM; hit rate 0.89% among 290,000; AID 1527;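 active = inhibition above the mean of all tested compounds plus 3 SD, cutoff set per screening run, cut at about 7.5% in these data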;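 note: red hydrolysis product quenches plate fluorescence so inhibitors raise well fluorescence; 0% = enzyme with DMSO and 100% = DMSO without enzyme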
DNA FID counter – counter-screen for HCV NS3 helicase inhibitors: DNA intercalator displacement. DNA fluorescent intercalator displacement, fluorescence. inhibition, % at 7.9 µM. hit rate 0.17% among 290,000; in the data active = inhibition above about 37%;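 note: 0% = vehicle and 100% = reference compound; higher means more ethidium bromide displaced from hairpin DNA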
NALP1 inh – inhibitors of NALP1 inflammasome in yeast. S. cerevisiae NALP1/ASC/caspase-1 growth, X-gal OD620, 72 h. inhibition, % at 10 µM. hit rate 0.61% among 280,000; in the data active = inhibition mostly above about 24%, no sharp cut-off; inactive = mostly below about 32%; note: some compounds called inactive have numbers as strong as hits
NS3 helicase inh – blocks Hepatitis C virus NS3 helicase unwinding; NS3 helicase DNA unwinding, Cy5 molecular beacon fluorescence; inhibition, % at 10.9 µM; hit rate 0.56% among 290,000;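 active = inhibition above the mean of all tested compounds plus 3 SD, set per campaign, cut at about 35% in these data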;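 note: 0% = DMSO wells and 100% = thioflavine S control wells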
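System: NS3 helicase fragment of HCV / Schedule: 1 h at 25 °C / Control set: DMSO alone as 0% and 110 µM thioflavine S as 100% / Reagent: Cy5/quencher beacon DNA duplex and ATP to start / Technique: Cy5 fluorescence / Replication: singlicate / Evaluation: % inhibition of end-to-start signal ratio versus controls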
MEKK2 WT-MEK5 – raises or lowers MEK5 binding to wildtype human MEKK2 PB1 domain | bead flow cytometry, Alexa488-MEK5 binding to MEKK2 WT; actives lie on both sides | binding response (% of control), % at 10 µM | hit rate 1.1% among 290,000; in the data active = binding response below about 67% or above about 130%
MEKK2mut PB1 HTS – signal of MEK5 binding to mutant human MEKK2 PB1 domain; bead flow cytometry, Alexa488-MEK5 binding to MEKK2 mutant; percent response, % at 10 µM; hit rate 0.35% among 290,000; AID 1530; in the data active = percent response above about 24%, passing the limit was not always enough; note: inactives centre near 1; some results filed as inactive read as strong as hits
SUMO HTRF inh – inhibitors of human SUMOylation (UBC9). AID 2006. hit rate 0.36% among 290,000. inhibition, % at 35 µM. HTRF SUMOylation assay, SAE1/SAE2 + UBC9, in vitro; in the data active = inhibition above about 50%, passing the limit was not always enough; note: strong numbers were not always called active
Target sequence (P63279 whole entry, looked up): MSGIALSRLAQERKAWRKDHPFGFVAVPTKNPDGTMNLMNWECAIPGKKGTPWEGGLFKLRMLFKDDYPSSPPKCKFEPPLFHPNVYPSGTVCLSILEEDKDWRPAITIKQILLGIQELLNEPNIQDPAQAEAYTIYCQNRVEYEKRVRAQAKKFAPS
PfM18AAP inh – PfM18AAP enzyme inhibition. hit rate 1.2% among 290,000. AID 1822. inhibition, % at 7.35 µM. recombinant PfM18AAP, H-Glu-NHMec fluorogenic cleavage;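 active = inhibition above the campaign mean inhibition over all tested compounds plus 3 SD, cut at about 28% in these data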;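 note: 0% = plate median of test compound wells and 100% = 2 mM ZnCl2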
IMP-1 inh – inhibitors of Pseudomonas aeruginosa IMP-1 metallo-beta-lactamase; purified IMP-1, nitrocefin hydrolysis, epi-absorbance fluorescence; AID 1556; inhibition, % at 5.6 µM; hit rate 0.45% among 290,000;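 active = inhibition above the mean plus 3 SD of all compounds in the same screening run, cut at about 4.5% in these data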;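 note: 0% = IMP-1 with DMSO and 100% = DMSO wells lacking enzyme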
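Material – recombinant IMP-1 enzyme, purified · Amount – IMP-1 0.2 nM before substrate addition · Medium – HEPES buffer pH 7.1 with ZnSO4 and Brij 35 · Timing – 25 °C, 15 min preincubation, 25 min reaction · Measured by – plate fluorescence quenching by hydrolysis product, ex 480/em 530 nm · Read-out – percent enzyme inhibition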
* = called active by the depositor; . = not tested or not shown.

SMILES	VIM-2 inhibitor	DNA FID counter	NALP1 inh	NS3 helicase inh	MEKK2 WT-MEK5	MEKK2mut PB1 HTS	SUMO HTRF inh	PfM18AAP inh	IMP-1 inh
O=C(OCc1cc2ccccc2[nH]c1=O)c1cccnc1	2.9	-2	0	2	109	8	12	-5	-2.7
CCCN(CCC)C(=S)NC(=O)c1ccc(-c2ccccc2)cc1	-1.8	-18	22	6	97	0	33	1	-2.4
Cc1nc2c(C(=O)N3CCCC3)cnn2c(C)c1Cc1c(F)cccc1Cl	-0.6	-10	-6	-2	107	7	20	-10	-5.1
CCNC(=O)n1nccc1C(C)Oc1cccc(C(F)(F)F)c1 (stereo not drawn)	-2.0	-6	1	18	100	0	12	-4	-2.1
Cc1csc(NC(=O)C(NC(=O)c2ccccc2F)C(C)C)n1 (stereo not drawn)	0.7	-3	-10	-1	119	-1	9	0	-3.5
Cc1nnc(C)c2c(C)n(N)c(C)c12	-1.5	-2	5	9	106	-1	16	1	-3.4
CCOCCCNC(=O)c1cc2cc3cc(OC)ccc3nc2o1	-1.8	-34	12	-2	109	7	43	3	-2.2
CNC(=S)/N=C(/Nc1ccccc1)c1ccccc1	-0.6	-4	-11	-14	105	-1	-5	44*	-1.5
CCn1c(SCC(=O)Nc2cc(C)on2)nnc1-c1ccc(OC)cc1	-0.6	-15	13	9	94	-6	2	1	0.3
CC(C)(Cc1ccc(O)cc1)NC(=O)c1ccccc1	-0.4	-2	-66	13	117	10	-20	1	0.0
Clc1c2c(nc3ccccc13)CCC2	-0.8	-12	5	19	104	10	8	8	-0.9
CCc1nnc(NC(=O)c2ccc(S(=O)(=O)N3CCCCC3)cc2)s1	-0.1	-26	18	-6	96	-6	0	-5	-0.3
Cc1cc(C)n(-c2ncc3c(n2)N(C)CCOC3=O)n1	2.8	-9	-19	18	102	0	20	1	-5.9
CC1=C(C(N)=O)C(c2ccc(Cl)cc2Cl)n2ncnc2N1 (stereo not drawn)	-2.0	-2	-6	-2	89	-9	-3	-14	-2.7
Cc1ccc(Sc2ncnc3onc(C)c23)c(C)c1	0.5	-6	-21	-6	101	1	8	-1	-1.4
COc1cc(CNn2nnnc2N)cc(Br)c1OCc1c(Cl)cccc1Cl	-5.1	-16	6	-5	101	4	0	-1	-2.2
Cc1ccsc1C(=O)OCC(=O)c1cc(C)n(CC2CCCO2)c1C (stereo not drawn)	-1.4	-18	-4	-1	90	-6	8	-6	-4.0
CCC(CC)C(=O)Nc1cccc(C(=O)Nc2ccc(OC)cc2[N+](=O)[O-])c1	0.7	-1	8	-5	100	2	0	-7	-1.6
O=C(CN1C(=O)S/C(=C/c2cccn2-c2ccc(O)cc2)C1=O)N1CCCC1	9.0*	-32	-9	-2	97	-1	-2	3	-1.2
CCN(CC)CCNC(=O)C(C(=O)c1ccccc1)n1ccccc1=O (stereo not drawn)	-1.0	6	20	-6	101	1	14	0	-2.4
O=C(N/N=C/c1ccco1)c1csc2c1CCCC2	-2.3	-15	29	43*	101	9	21	-4	-4.5
C=CCc1cccc2cc(C(=O)N3CCN(c4ccccn4)CC3)c(=O)oc12	-1.7	-14	10	2	113	-1	-5	3	-3.3
COc1ccc(S(=O)(=O)n2cnc3ccccc32)cc1OC	-2.4	1	5	0	108	4	8	4	-3.7
NC(=O)c1ccc(NC(=O)CCc2nc3ccccc3s2)cc1	-0.8	-12	33	21	89	-3	38	26	-0.5
O=C(Nc1ccc(F)cc1F)Nc1ccc(F)cc1F	-2.5	-3	8	10	101	1	-4	-1	-2.8
CC(NC(=O)/C=C/c1ccc(Br)cc1)c1ccc(Cl)cc1 (stereo not drawn)	-1.0	5	26	9	90	-2	9	-7	0.5
O=[N+]([O-])c1nn(-c2ccc3c(c2)OCCO3)n(O)c1=NC1CCCCCC1	-7.7	-5	-2	-15	102	3	9	1	-4.2
Nc1ncccc1OCc1cccc(C(F)(F)F)c1	1.1	1	17	-3	87	-10	-1	1	-1.4
Cc1cccc(NC(=O)NNC(=O)c2ccc(C)c([N+](=O)[O-])c2)c1	-2.0	6	2	1	93	-6	23	10	-2.5
O=S(=O)(Nc1cc(F)ccc1F)c1cccc2nonc12	-3.1	-29	1	-12	104	7	6	4	-2.3
Cc1nccn1CCc1n[nH]c(=S)n1Cc1ccccc1	2.1	-1	23	4	103	7	-9	3	-2.9
CC(=O)N1CCOc2ccc(S(=O)(=O)N3CCC(C(=O)Nc4ccccc4F)CC3)cc21	-1.0	-35	-5	-4	108	5	1	0	-3.8
Cc1c(C(=O)N2CCCc3ccccc32)sc2nc(-c3ccccc3)cn12	.	.	14	.	79	-6	-15	.	.
CC(=O)N1CCN(c2nc(-c3cccs3)nc3ccccc23)CC1	7.4	-8	1	9	104	1	12	4	-1.6
Cc1cccc(NCc2ccccc2O)n1	-3.2	-3	18	-1	101	2	-16	3	-0.4
Cc1ccc(C)c(NC(=O)C2C3CCCC2C3c2ccccc2)c1 (stereo not drawn)	-2.0	-8	7	3	100	5	6	1	-1.8

6 compounds from above, reduced to IMP-1 inh:
Molecule	IMP-1 inh
CC(NC(=O)/C=C/c1ccc(Br)cc1)c1ccc(Cl)cc1 (stereo not drawn)	0.5
O=[N+]([O-])c1nn(-c2ccc3c(c2)OCCO3)n(O)c1=NC1CCCCCC1	-4.2
Nc1ncccc1OCc1cccc(C(F)(F)F)c1	-1.4
Cc1cccc(NC(=O)NNC(=O)c2ccc(C)c([N+](=O)[O-])c2)c1	-2.5
O=S(=O)(Nc1cc(F)ccc1F)c1cccc2nonc12	-2.3
Cc1nccn1CCc1n[nH]c(=S)n1Cc1ccccc1	-2.9

Given in markdown: part of the list above.
| canonical_smiles | VIM-2 inhibitor | DNA FID counter | NALP1 inh | NS3 helicase inh | MEKK2 WT-MEK5 | MEKK2mut PB1 HTS | SUMO HTRF inh | PfM18AAP inh | IMP-1 inh |
| --- | --- | --- | --- | --- | --- | --- | --- | --- | --- |
| Cc1ccc(C)c(NC(=O)C2C3CCCC2C3c2ccccc2)c1 (stereo not drawn) | -2.0 | -8 | 7 | 3 | 100 | 5 | 6 | 1 | -1.8 |
| O=S(=O)(Nc1cc(F)ccc1F)c1cccc2nonc12 | -3.1 | -29 | 1 | -12 | 104 | 7 | 6 | 4 | -2.3 |

Remaining list, next part:
SMILES	VIM-2 inhibitor	DNA FID counter	NALP1 inh	NS3 helicase inh	MEKK2 WT-MEK5	MEKK2mut PB1 HTS	SUMO HTRF inh	PfM18AAP inh	IMP-1 inh
Cc1occc1-c1nnc(SCC(=O)NCC2CCCO2)n1C (stereo not drawn)	-4.0	-4	20	4	103	0	6	0	-0.4
O=C(Nc1cc(Br)ccc1O)c1cc(-c2ccc3c(c2)OCO3)on1	-3.0	-5	14	1	97	-7	12	-1	-1.3
CC(C)NC(=O)CSc1nnc(CNC(=O)OC(C)(C)C)n1C	-2.7	-1	.	-2	98	-1	19	-13	-2.9
COC(=O)C(C)Nc1cccc(Br)c1 (stereo not drawn)	-3.0	0	.	5	101	-2	-16	-3	-4.3
Cc1nc(C(C)NC(=O)CCc2nnc(CCCc3ccccc3)o2)c(C)s1 (stereo not drawn)	0.6	-31	-3	0	95	1	10	5	-2.5
Cc1ccc(F)cc1NCC(=O)Nc1ccc(Br)cc1	-0.9	14	46	-13	109	-4	6	5	-0.9
CC12CCC(C(=O)N(CSC(=S)N/N=C\c3ccccc3O)C1=O)C2(C)C (stereo not drawn)	-4.0	-29	-7	4	109	4	32	0	-2.2
O=CN1CCN(S(=O)(=O)c2ccc(Cl)c(C(=O)O)c2)CC1	0.5	-1	2	-6	80	-7	1	-4	-0.8
Cc1ccsc1/C=N/N1CCN(c2ccccc2)CC1	1.5	-3	15	-8	103	0	-22	-4	-0.3
CC(C)N(C(=O)COC(=O)c1ccc(Cl)nc1)C(C)C	1.7	0	6	3	68	-20	6	-9	-0.2
O=S(=O)(Nc1nccs1)c1ccc(NCc2cc(Br)cc(Br)c2O)cc1	-2.9	-10	3	-15	98	-4	-4	1	-3.7
Cc1cc(C(=O)NC(C)c2ccncc2)no1 (stereo not drawn)	-2.3	-3	-1	-6	105	6	0	-5	-3.0
N#CCCn1cc(/C=C2\NC(=S)N(c3ccccc3)C2=O)c(-c2ccc(F)cc2)n1	-3.6	-1	29	0	88	-2	16	0	-3.9
CCOc1cc(/C=N/NC(=O)C(=O)NC)cc(Br)c1O	-2.1	-3	13	2	93	11	-15	0	-0.8
COc1ccc(C2c3ccc4ccccc4c3Oc3ncn(Cc4ccco4)c(=N)c32)cc1OC (stereo not drawn)	-2.0	-29	3	-1	161*	34	7	10	-1.1
Cc1ccc(CNC(=O)CCNS(=O)(=O)c2ccc3c(c2)c(=O)n(C)c(=O)n3C)cc1	-0.5	-20	15	-7	109	6	9	-4	-1.2
O=C(CSc1ncnc2nc[nH]c12)NCCc1ccccc1	0.3	-4	-30	2	101	0	-8	3	-4.9
O=C(CSc1n[nH]c(-c2ccccc2O)n1)NC1CCCCC1	-5.2	-18	-16	-1	96	2	-2	13	-0.5
O=C(CCN1C(=O)S/C(=C\c2ccc(Cl)cc2)C1=O)Nc1ccc(C(=O)O)cc1	-2.3	-29	4	8	104	3	16	5	-1.1
COc1ccc(/C=N/Nc2ccc(C(=O)O)cc2)c(OC)c1OC	-4.0	-11	10	-2	102	5	15	1	-3.2
O=c1[nH]c(=O)n(Cc2ccco2)c2c1C(C(F)(F)F)(C(F)(F)F)N=C(c1ccc(F)cc1)N2	1.2	-7	10	-12	97	-2	28	-17	-3.0
O=C(CCc1nc2ccccc2[nH]1)N1CCN(C(=O)c2ccco2)CC1	-4.4	-3	26	4	101	-3	4	-2	-3.2
O=C(NCCCN1CCOCC1)c1ccc(Sc2ccc(Br)cc2)c([N+](=O)[O-])c1	-3.0	-1	8	-15	114	1	-1	2	-3.3
O=C(NCc1ccccc1Cl)c1ccc2c(c1)SC1=NS(=O)(=O)CCN12	0.5	-8	12	13	94	-2	-2	-5	-1.1
Cc1cccc2c1N(CCOc1ccccc1)C(=O)C2=O	-1.0	2	1	4	101	2	8	21	-1.7
CCOC(=O)c1[nH]c2ccccc2c1N=C(C)N(CC)CC	-3.4	0	-16	-2	.	.	-30	5	-3.0
COc1cccc(CCc2nnc(CCC(=O)N3CCCC3c3nccs3)o2)c1 (stereo not drawn)	-2.3	-23	2	10	102	3	8	2	-2.2
Cc1ccn2c(=O)c(C(=O)NCCCN3CCCC3=O)c(O)nc2c1	0.7	-9	14	-2	105	2	5	-4	-1.3
COC(=O)c1cc(OC)c(OC)cc1NC(=O)CCC1CCCC1	-3.7	-18	26	6	103	3	-17	-5	-2.4
COc1ccc(N(CC(=O)NC2CCCC2)C(=O)CCC(=O)Nc2cc(C)on2)c(OC)c1	-0.5	-29	18	0	104	4	25	9	-1.1
CCn1c(=O)[nH]c2ccccc2c1=O	-0.5	0	-2	0	113	3	12	3	-2.6
CCOC(=O)N1CCC(NC2CCCCCCC2)CC1	-1.3	4	18	-4	95	-2	16	-1	0.1
CCOC(=O)C1C(c2ccc(O)cc2)NC(=O)NC1(O)C(F)(F)F (stereo not drawn)	-5.3	0	-3	6	102	20	6	-2	-4.5
COc1cc2c(cc1NC(=O)COC(=O)c1ccc(C(C)(C)C)cc1)oc1ccccc12	-3.4	2	29	8	99	11	5	3	-3.2
Cc1oc2ccc(OC(=O)COc3c(F)c(F)c(F)c(F)c3F)cc2c1C(=O)OC(C)C	-3.4	1	35	8	97	-6	-2	4	-2.7

Screening data from PubChem BioAssay.

The order is random. Share with any hit: about 4.7%.
